CXXC DNA block: MLL CXXC-DNA interaction inhibition; Q03164; MLL-CXXC / FITC-HOXA9 DNA fluorescence polarization; Potency, µM (series often up to 115 µM), without a hit: at the highest dose activity change, negative = inhibition, usual class: inhibitors; 0.037% of 290,000 active; AID 2662; active means well fitted inhibition curve with a large enough effect in the polarisation, with a control signal flat, not every such curve was filed as active; inconclusive means small, poorly fitted or top-dose-only effect, or effect the other way, or a change in a side signal; inactive means no such curve, though single readings can be large or run the other way; the % refers to the polarisation; further: potency means the concentration at half of the fitted maximal effect
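Steps: dispense CXXC domain solution (7 uM) → pin compounds or unlabeled HOX-A9 DNA control → 5 min ambient → add FLSN-HOX-A9 solution (50 nM) → spin → 30 min ambient → fluorescence polarization. Tris pH 7.5/NaCl/DTT/BSA buffer.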
p53 reactivator: mutant p53 re-activation in reporter cells | H1299 p53-A138V BP100-luciferase reporter, luminescence, 24 h | Potency, µM (series often up to 92.2 µM), for the others: top-dose activity change, positive = activation, usual class: activators | 0.063% of 320,000 active; further: potency means the concentration at half of the fitted maximal effect; % of control where 0% means no effect; nearly all actives have a fitted effect of over 45% in size
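p53-null H1299 cells stably carrying temperature-sensitive p53-A138V and a BP100-luciferase reporter were pinned with compounds (4-point, 1:5 series) and held 24 hrs at 37 deg C. Luminescence was read 10 min after detection reagent.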
TRPV1 agonist: activates the human vanilloid receptor TRPV1 | TRPV1-expressing cells, Fluo-8 calcium influx, agonist mode | activation, % at 8.33 µM | 0.19% of 320,000 active; in the data active means activation above about 80%; inconclusive means between about 30% and that limit; further: 0% is about no effect
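TRPV1-expressing cells were cultured overnight at 35.5C and loaded with Fluo-8 calcium dye for 40 to 90 min at room temperature. After a 10 s baseline, compound was added and calcium influx was read kinetically for 3 min (ex 480/em 520 nm).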
ELG1 repair inh: blocks ELG1-dependent DNA repair in HEK293T cells | HEK293T ELG1-luciferase reporter, luminescence, 16 h; DNA damage induced by 5-fluorouridine | Potency, µM (top dose mostly 46.1 µM), inactives show at the top dose activity change, negative = inhibition, actives largely listed as inhibitors | 2.3% of 330,000 active; further: potency means the concentration at half of the fitted maximal effect; on the % scale 0 is the no-effect control and ±100 the full control effect; nearly all actives have a fitted effect of over 55% in size
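Step one: seed 2,000 cells per well. Step two: pin-transfer compound or DMSO alongside 5-fluorouridine. Step three: incubate 16 hr, 37 °C, 5% CO2. Step four: add ONE-Glo, wait 30 min, read luminescence.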
A-T KAP1 phos: potential ataxia-telangiectasia treatment; […] A-T fibroblasts, KAP-1 phosphorylation AlphaLISA; neocarzinostatin DNA damage 30 min before lysis; Potency, µM (series often up to 57.5 µM), for inactives: at the highest dose activation, most hits filed as activators; 0.19% of 320,000 active; AID 485349; further: potency means the concentration at half of the fitted maximal effect; % of control where 0% means no effect; nearly all actives have a fitted effect of over 45% in size
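hTERT-immortalized A-T patient fibroblasts ([…]), 500 cells/well in OPTI-MEM, 1% FBS, got compounds for 60 min, then NCS for 30 min at 37C. Lysates were then assayed for phospho-KAP-1 by AlphaLISA (anti-pKAP1 donor, anti-KAP1 acceptor beads), 6 hr at 25C.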
TCR activator: activates T cell receptor signaling. primary human leukocytes, anti-CD3, IL-2 HTRF, 48 h. Potency, µM (highest dose often 9.22 µM), for inactives: top-dose activation of IL-2 secretion, most hits filed as activators. 330,000 tested, under 10 active. AID 504894; further: % of control where 0% means no effect
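HTRF read-out of IL-2 secretion: europium cryptate donor excited at 320nm, d2 acceptor emission at 665nm. Cells were primary human leukocytes incubated 48 hr with compounds and a-CD3 beads, supplying TCR signal only.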
a7 integrin act: activates integrin-mediated alleviation for muscular dystrophy; alpha7betagal myoblasts, beta-gal FDG fluorescence, 48 h; Potency, µM (highest dose often 38.3 µM), inactives show top-dose activation, usual class: activators; 0.064% of 350,000 active; AID 624291;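 further: potency means the concentration at half of the fitted maximal effect; 100% = response of the positive control SU9516; nearly all actives have a fitted effect of over 60% in size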
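alpha7betagal+/- myoblasts (passage 13, 250/well) treated 48 h at 37C with compounds at 1:260 dilution of DMSO stock. Lysed, then beta-galactosidase activity read as FDG fluorescence (ex 480/em 540) after 30 min, with pre-read for autofluorescence.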
B2AR arrestin: recruits beta-arrestin to the human beta2-adrenergic receptor; 0.02% of 330,000 active; beta-arrestin recruitment to beta2AR, cell-based reporter; Potency, µM (top dose mostly 46.1 µM), for inactives: at the top dose activation, actives largely listed as activators; P07550; AID 492947;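 further: potency means the concentration at half of the fitted maximal effect; 0% = DMSO controls and full agonism = EC100 isoproterenol or metaproterenol; nearly all actives have a fitted effect of over 65% in size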
BRCA1 expr act: increases BRCA1 expression. Potency, µM (highest dose often 46.1 µM), for the others: at the highest dose activation, actives largely listed as activators. MCF7-BRCA1-FFLuc reporter, luminescence, 48 h; response scale: scaled: vehicle 0%, 10 µM genistein 100%. 1.1% of 380,000 active. AID 624202; further: potency means the concentration at half of the fitted maximal effect; nearly all actives have a fitted effect of over 80% in size; some results filed as inactive show a strong effect at the top dose
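48 h compound treatment of MCF7-BRCA1-FFLuc cells (phenol-red free MEM, 37 °C), then 15 min with luciferase substrate and luminescence imaging.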
TSG101-PTAP inh: blocks PTAP/TSG101 interaction to inhibit HIV-1 budding. Fluorescence polarization, FITC-PTAP peptide / Tsg101 binding. Q99816. 340,000 tested, under 10 active. Potency, µM (titrated, usually from 115 µM), for the others: at the highest dose activity change, negative = inhibition, hits mostly inhibitors; active means well fitted inhibition curve with a large enough effect in the main read-out, with a control signal flat, not every such curve was filed as active; inconclusive means small, poorly fitted or top-dose-only effect, or effect the other way, or a change in a side signal; inactive means no such curve, though single readings can be large or run the other way; further: potency means the concentration at half of the fitted maximal effect; % of control where 0% means no effect
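Compounds were pin-transferred onto Tsg101 binding domain (10 uM final) in HEPES pH 7.5 buffer, then FITC-PTAP peptide was added at 50 nM final. After 20 min at RT, polarization reported peptide displacement across a qHTS concentration series.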
Starred values were filed as active, the others as inactive; ? = inconclusive; . = not tested or not shown; [ ] = another dose, or the depositor's remark. Unless noted, the call rests on the fitted dose curve; in most records, active means well fitted curve in the direction sought with a large enough effect; inconclusive means small, poorly fitted or top-dose-only effect, or another doubt; inactive means no such curve, though single readings can be large; an effect the other way counts as inactive or inconclusive.

SMILES	CXXC DNA block	p53 reactivator	TRPV1 agonist	ELG1 repair inh	A-T KAP1 phos	TCR activator	a7 integrin act	B2AR arrestin	BRCA1 expr act	TSG101-PTAP inh
COC(=O)c1ccc(NC(=O)CSc2nnc(-c3ccncc3)n2C)cc1	-3%	0%	0	-5%	-5%	2%	0%[7.66 µM]	0.4%	1%	-8%
Cc1ccc(-c2ccc(/C=C(\C#N)C(N)=S)o2)c([N+](=O)[O-])c1	-20%	6%	21	8%	0%	1%	-28%	-0.5%	0%	0%
CC(Sc1nnc(C2CC2)n1C1CC1)C(=O)N(C)Cc1cccc(F)c1 (stereo not given)	.	-5%	1	5%	-19%	3%	-41%	-1.1%	5%	-10%
Cc1cccc(C(=O)NCCCNC(=O)c2ccco2)c1	0%	2%	2	19%	1%	0%	-48%[inhibitor]	-1.0%	-9%	-5%
Cc1ccc(/C=C/C(=O)Nc2nnc(SCc3ccc(C#N)cc3)s2)o1	-2%	9%	-2	?	1%	2%[46.1 µM]	-2%	-0.4%	-24%	-4%
COCCNC(=O)Nc1ccc2nc(-c3cccs3)c(-c3cccs3)nc2c1	-7%	-6%	0	?	-4%	-3%	-5%	0.3%	-70%	-2%
Cn1cccc1/C=N/N1CCN(Cc2ccccc2)CC1	-6%	0%	.	6%	-2%	-3%	-2%	0.3%	6%	-7%
Cc1cc(Cn2ccnc2)c(C)cc1Cn1ccnc1	-6%	-11%	1	5%	2%	2%	18%	-0.4%	-20%	1%
CC(=O)Oc1ccc(NC(=O)Cc2ccccc2)cc1	9%	-10%	3	21%	-7%	.	0%[7.66 µM]	0.1%	39%	-3%
Oc1[nH]c2ccccc2c1C1=NCCCC1	3%	3%	-2	12%	-4%	1%	-3%	-0.2%	-39%	-4%

An excerpt from above with just ELG1 repair inh:
SMILES | ELG1 repair inh
CC(=O)Oc1ccc(NC(=O)Cc2ccccc2)cc1 | 21%
CC(Sc1nnc(C2CC2)n1C1CC1)C(=O)N(C)Cc1cccc(F)c1 (stereo not given) | 5%

Continuation.
SMILES	CXXC DNA block	p53 reactivator	TRPV1 agonist	ELG1 repair inh	A-T KAP1 phos	TCR activator	a7 integrin act	B2AR arrestin	BRCA1 expr act	TSG101-PTAP inh
O=C(Cn1nc(C(=O)O)c2ccccc2c1=O)Nc1cc(S(=O)(=O)N2CCOCC2)ccc1Cl	.	-1%	.	2%	10%	-2%[46.1 µM]	-12%	-0.2%	7%	-4%
Nc1nc2ccccc2n1/N=C/c1cccnc1	.	.	.	.	.	1%	0%	.	-26%	-3%
O=C(Nc1ccc(Nc2ccccc2)cc1)C1CC1	-1%	-6%	23	?	-1%	0%	30%	0.1%	0%	-5%
Cc1ccc(S(=O)(=O)Nc2cc(C)c(O)cc2C)cc1	-8%	-4%	2	?	0%	2%	-27%	-1.1%	-18%	-1%
CCOC(=O)CSc1nc(C(C)C)nc2sc(C)c(C)c12	-11%	2%	?	-3%	-3%	-6%	-18%	0.1%	0%	-8%
Cc1ccc(-n2nc3c(c2NC(=O)/C=C\c2ccc4c(c2)OCO4)CSC3)c(C)c1	18%	1%	-2	-7%	1%	15%	-18%	-0.1%	0%	-3%
CC(=O)N1CCN(C(=O)CCN(c2ccccc2)S(=O)(=O)c2ccc(C)cc2)CC1	.	8%	-3	10%	8%	0%	-44%	0.3%	-3%	-6%
O=C(CNC(=O)c1ccccc1F)Nc1ccc2c(c1)CCC2	.	?	1	?	-4%	-3%	14%	0.4%	4µM*	-7%
CC(C)C(NC(=O)c1ccco1)C(=O)NCc1ccc(C(=O)O)cc1 (stereo not given)	-1%	5%	0	?	1%	2%	5%	0.0%	16%	-6%
O=C(Nc1ccc(Oc2ncnc3cc(Cl)ccc23)nc1)c1cccs1	3%	-1%	2	?	-3%	-6%	-11%	0.3%	1%	0%
CCn1c(=O)c2cc(C(=O)N3CCN(C)CC3)sc2c2ccccc21	-4%	-2%	4	?	5%	3%	-1%	-0.6%	0%	-7%
Nc1ccccc1C(=O)NNc1c2ccccc2nc2ccccc12	?	-5%	1	?	-13%	3%	36%	0.3%	-8%	-4%
CNC(=O)c1nc(C)c(C2(C)CC(c3cccc([N+](=O)[O-])c3)=NO2)s1 (stereo not given)	4%	0%	0	8%	18%	-5%	1%	0.1%	5%	-1%
CCN(C(=O)CSc1n[nH]c(-c2cc(Cl)ccc2OC)n1)C1CCS(=O)(=O)C1 (stereo not given)	.	-10%	-3	5%	6%	-3%	-22%	0.1%	-42%	-1%
Cc1cccc(NC(=O)/C(C#N)=C/c2ccc(F)cc2)n1	1%	-6%	-6	-6%	0.71µM*	-2%	1%	-0.5%	-14%	-1%
CCN(CC)S(=O)(=O)c1cc(NC(=S)NC(=O)C2CCCC2)ccc1C	.	10%	.	?	9%	-21%	-18%	0.3%	-17%	-4%
O=C(CCl)Nc1ccc(Sc2ccc(NC(=O)CCl)cc2)cc1	1%	-16%	5	?	-3%	-7%	-60%[inhibitor]	-0.5%	-101%[inhibitor]	-3%
Cc1ccn2c(=O)nc(SCC(=O)Nc3ccc4c(c3)OCO4)nc2c1	.	2%	-1	10%	8%	-5%	1%	-0.9%	-8%	-8%
O=C(CN1CCCCC1)NCC1(c2ccccc2)CCCC1	-6%	2%	-2	?	0%	5%	4%	-0.1%	-10%	-5%
CC(C)CNC(=O)NC(=O)COC(=O)c1cc(F)cc(F)c1	7%	4%	3	10%	5%	5%[46.1 µM]	1%	-0.1%	-4%	-2%
COc1ccc(O)c(CN2CCCC(N3CCN(c4ccc(F)cc4)CC3)C2)c1 (stereo not given)	1%	.	0	-13%	-4%	-2%	-30%	-0.2%	-14%	1%
O=C(Nc1ccc(-n2nncc2-c2ccco2)cc1)c1cc2ccccc2oc1=O	-3%	23%	-1	?	2%	-3%	-8%	-0.1%	4%	0%
COc1nc(N(C)C)nc(N(C#N)S(=O)(=O)c2ccc(C)cc2)n1	2%	20%	3	10%	3%	-3%	-7%	-0.4%	-2%	-5%
Cc1ccc(NC2CCCN(C(=O)c3ccc(-n4ccnc4)cc3)C2)cc1C (stereo not given)	-5%	-46%[inhibitor]	5	2%	14%	5%	13%	-0.4%	2%	-2%
Cc1cccc2cccnc12	.	2%	-3	?	4%	0%	.	0.1%	39%	2%
CC(=O)c1ccc(NC(=O)CSc2nc(=O)n3cccc(C)c3n2)cc1	.	2%	-1	?	8%	-1%	-16%	-0.1%	-25%	2%
COc1ccc(OC)c(NC(=O)CSc2nc(=O)n(CCN3CCOCC3)c3c2CCC3)c1	.	0%	1	-1%	2%	4%	-10%	3.8%	14%	-5%
Cc1ccc(C(=O)NC23CC4CC(CC(C4)C2)C3)c(Cl)c1	-17%	8%	14	28%	-4%	0%	0%	0.4%	?	-2%
CC(C)(C)c1ccc(N2C(=O)CC(C/C=C/c3ccccc3)C2=O)cc1 (stereo not given)	-5%	-3%	4	0%	0%	-3%	-8%	-0.4%	-3%	-1%
O=C(NCCN1CCCC1)c1ccc(Cl)cc1	20%	-1%	-3	12%	-1%	0%	-24%	0.2%	4%	0%
COc1cccc(C(c2nnnn2Cc2ccco2)N2CCN(c3cccc(C)c3C)CC2)c1OC (stereo not given)	6%	-28%	5	?	1%	2%	7%	-0.4%	-49%	-6%
Cc1cccc(NC(=O)CN2C(=O)N/C(=C/c3cc(C)n(-c4cccnc4)c3C)C2=O)c1	10%	-2%	2	20%	-1%	-1%	2%	0.2%	-28%	4%
CC(=O)Nc1ccc2nc(-c3cccnc3)[nH]c2c1	-1%	21%	-1	3%	0%	-9%[46.1 µM]	-13%	-0.8%	31%	0%
Cc1ccc2c(c1)NC(=O)C(CC(=O)Nc1ccc(CN3CCC(C)CC3)cc1)O2 (stereo not given)	1%	1%	-2	0%	1%	2%	22%	0.1%	8%	-6%
O=C(NCCN1CCOCC1)c1noc2c1CCc1ccccc1-2	7%	?	-1	?	-4%	-16%	?	-0.1%	7.9µM*	-7%
CS(=O)(=O)c1ccc(Cl)c(NC(=O)CSc2n[nH]c(N)n2)c1	.	8%	-2	12%	-12%	-16%	6%	-0.1%	-15%	-1%
COc1ccc(S(=O)(=O)N2CCC(C(=O)Nc3ccccc3N3CCCC3)CC2)cc1OC	0%	-7%	11	-7%	6%	7%	7%	-0.5%	7%	-5%
COC(=O)[C@@]12CCCCN1[C@H](c1ccc(SC3CCCCC3)cc1)[C@H]1C(=O)N(C)C(=O)[C@H]12	.	4%	3	-9%	-5%	4%	0%	0.0%	-38%	-2%
Cc1ccc(C)c(NC(=O)CSc2nnc(CCNC(=O)OC(C)(C)C)o2)c1	6%	4%	0	-1%	3%	-20%	-40%	0.2%	-13%	-2%
O=C(c1ccc2c(c1)N(Cc1ccccc1F)C(=O)c1ccccc1S2)N1CCOCC1	13%	-4%	-7	0%	1%	-3%	?	-1.2%	-7%	-4%

Bioassay records as filed in PubChem BioAssay.
